PRC2 inh: blocks human EZH2/PRC2 H3K27 methylation | Q15910 | DELFIA TRF, 1 h | inhibition, % at 12.5 µM | 57,000 tested, 0.35% active | AID 651548;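 active means mean inhibition of replicates at least 50% and every single replicate also reaching 50%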;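 further: dimethyl H3K27 on biotinylated H3 21-44 peptide detected by antibody; plate controls were median neutral control wells for no effect and median positive control wells for full effect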
IDH1 R132H inh: IDH1 R132H (human) inhibition | inhibition, % at 10 µM | O75874 | IDH1 R132H reductase, diaphorase/resazurin fluorescence, 60 min | 70,000 tested, 0.18% active; in the data active means inhibition above about 34%;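 further: 0% = DMSO and 100% = no enzyme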
Target sequence (O75874 whole entry R132H): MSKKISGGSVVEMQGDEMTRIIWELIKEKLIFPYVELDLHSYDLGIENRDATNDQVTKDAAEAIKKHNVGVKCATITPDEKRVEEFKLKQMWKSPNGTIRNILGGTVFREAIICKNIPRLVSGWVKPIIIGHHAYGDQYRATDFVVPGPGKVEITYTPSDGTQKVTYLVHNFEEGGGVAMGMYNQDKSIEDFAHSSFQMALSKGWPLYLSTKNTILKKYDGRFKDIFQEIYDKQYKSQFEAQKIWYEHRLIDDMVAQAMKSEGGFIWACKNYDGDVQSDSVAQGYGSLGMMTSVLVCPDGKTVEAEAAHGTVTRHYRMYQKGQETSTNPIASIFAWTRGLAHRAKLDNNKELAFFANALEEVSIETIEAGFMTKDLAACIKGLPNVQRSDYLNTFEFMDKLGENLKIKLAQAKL
Starred values were filed as active, the others as inactive; nt = no result given. This is a subset; count on the stated rates, not on these rows.

Structure	PRC2 inh	IDH1 R132H inh
COc1ccc(CNC(=O)C[C@H]2C[C@@H]3c4cc(NC(=O)CC5CC5)ccc4O[C@@H]3[C@H](CO)O2)cc1	5	0.0
Cc1ccc(C(=O)Cn2c(NCCO)nc3ccccc32)cc1	-8	0.3
CO[C@H]1CN(C)C(=O)c2cc(NC(=O)C3CC3)ccc2OC[C@H](C)N(C(=O)CN2CCOCC2)C[C@H]1C	4	-0.1
COc1ccc(CN(C)C[C@@H]2Oc3c(NS(=O)(=O)c4cccs4)cccc3C(=O)N([C@H](C)CO)C[C@@H]2C)cc1	nt	0.4
C[C@H](CO)N1C[C@H](C)[C@@H](CN(C)C(=O)Nc2ccc(F)cc2)Oc2cc(-c3cccc(C(=O)N(C)C)c3)ccc2S1(=O)=O	-3	-9.4
C[C@@H]1CN([C@H](C)CO)C(=O)c2cc(/C=C/c3ccccc3)cnc2O[C@@H]1CN(C)C(=O)Cc1cccnc1	5	0.1
COc1ccc(N(CC(=O)N2CCOCC2)S(C)(=O)=O)c(OC)c1	4	-1.0
C[C@H](CO)N1C[C@H](C)[C@H](CN(C)C(=O)Nc2ccc3c(c2)OCO3)Oc2c(NC(=O)c3ccncc3)cccc2C1=O	nt	2.0
Cc1noc(C)c1NC(=O)Nc1cccc2c1O[C@H](CN(C)S(=O)(=O)c1cn(C)cn1)[C@H](C)CN([C@@H](C)CO)C2=O	nt	1.5
C[C@H]1CN([C@@H](C)CO)C(=O)Cc2cc(NC(=O)CCCCCC(=O)Nc3ccccc3N)ccc2O[C@@H]1CN(C)Cc1ccc(Oc2ccccc2)cc1	-73	nt

Later entries
Structure	PRC2 inh	IDH1 R132H inh
CC(C)C#Cc1cnc2c(c1)C(=O)N([C@@H](C)CO)C[C@@H](C)[C@@H](CN(C)C(=O)Nc1ccccc1F)O2	-6	-2.2
C[C@@H]1CN([C@H](C)CO)C(=O)Cc2cc(NC(=O)Nc3ccccc3)ccc2O[C@H]1CN(C)Cc1ccncc1	-8	9.5
COc1ccc(-c2cnc3c(c2)C(=O)N([C@H](C)CO)C[C@H](C)[C@H](CN(C)S(=O)(=O)c2cccc(OC)c2)O3)cc1	2	-3.1
O=C(CSc1nnc(-c2cccc3ccccc23)n1-c1ccccc1)NC1CC1	-13	-0.6
O=C(Nc1ccc(F)cc1)N[C@@H]1C=C[C@H](CC(=O)N2CCCCC2)O[C@@H]1CO	-5	-0.2
COc1ccc(OC)c(C(C)NC(=O)Nc2cccc(C(C)=O)c2)c1 (stereo not given)	-11	-0.2
CCCC#Cc1ccc2c(c1)O[C@@H](CN(C)Cc1ccccn1)[C@@H](C)CN([C@@H](C)CO)S2(=O)=O	-14	-2.3
C[C@@H]1CN([C@@H](C)CO)C(=O)c2ccccc2-c2ccccc2CO[C@@H]1CN(C)C(=O)[C@H](C)c1ccccc1	-4	-4.2
CCCNC(=O)N1C[C@H](C)[C@@H](OC)CN(C)C(=O)c2cc(NC(=O)CCC)ccc2OC[C@H]1C	-2	0.0
COc1cccc(NC(=O)CSc2nncn2C)c1	10	1.0

2 compounds picked at random from the list so far, as already listed:
Structure	PRC2 inh	IDH1 R132H inh
CCCNC(=O)N1C[C@H](C)[C@@H](OC)CN(C)C(=O)c2cc(NC(=O)CCC)ccc2OC[C@H]1C	-2	0.0
COc1ccc(-c2cnc3c(c2)C(=O)N([C@H](C)CO)C[C@H](C)[C@H](CN(C)S(=O)(=O)c2cccc(OC)c2)O3)cc1	2	-3.1

Continued:
Structure	PRC2 inh	IDH1 R132H inh
COc1ccc(-c2nnc(SCC(=O)O)n2-c2cccc(C(F)(F)F)c2)cc1OC	-4	0.0
COc1cccc(C(=O)Nc2ccc3c(c2)OC[C@@H](C)N(CCc2ccccc2)C[C@H](C)[C@@H](OC)CN(C)C3=O)c1	-1	-0.5
C[C@@H]1CCCCO[C@@H](CN(C)Cc2ccc(Cl)c(Cl)c2)[C@@H](C)CN([C@@H](C)CO)C(=O)c2cc(NC(=O)c3ccccc3)ccc2O1	nt	3.9
C[C@H](NC(=O)C[C@@H]1CC[C@@H](NC(=O)C2CC2)[C@@H](CO)O1)c1ccccc1	4	-0.3
COCC(=O)Nc1ccc2c(c1)[C@@H]1C[C@H](CC(=O)NCC(F)(F)F)O[C@H](CO)[C@@H]1O2	16	0.0
C[C@@H]1CN([C@H](C)CO)S(=O)(=O)c2ccc(C3=CCCCC3)cc2O[C@@H]1CN(C)C(=O)c1ccncc1	-7	11
CCOC(=O)c1c(-c2ccc(C)cc2)csc1NC(=O)c1cccc(OC(C)=O)c1	1	0.1
C[C@@H]1CCCCO[C@@H](CN(C)Cc2ccncc2)[C@H](C)CN([C@@H](C)CO)C(=O)c2cc(NC(=O)CCCCCC(=O)Nc3ccccc3N)ccc2O1	nt	-1.0
NC(=O)CN(c1ccccc1)S(=O)(=O)c1ccc(F)cc1	-3	-0.4
COc1ccc(NC(=O)N(C)C[C@H]2Oc3ccc(N(C)C)cc3C(=O)N([C@H](C)CO)C[C@@H]2C)cc1	-2	nt

Carrying on:
mol,PRC2 inh,IDH1 R132H inh
O=C(CNC(=O)c1ccco1)Nc1ccc(F)cc1,-6,0.1
COc1cccc(S(=O)(=O)N[C@H]2CC[C@H](CC(=O)NCc3ccc(Cl)cc3)O[C@@H]2CO)c1,1,0.1
C[C@@H]1CCCCO[C@@H](CN(C)C(=O)Nc2ccc(F)cc2)[C@@H](C)CN([C@H](C)CO)C(=O)c2cc(NC(=O)CCC(F)(F)F)ccc2O1,nt,-1.5
C/C=C/c1ccc2c(c1)O[C@@H](CN(C)C(=O)c1ccccc1F)[C@H](C)CN([C@@H](C)CO)S2(=O)=O,-12,0.1
COc1ccccc1-c1ccc2c(c1)O[C@H](CN(C)C(=O)c1cccnc1)[C@@H](C)CN([C@@H](C)CO)S2(=O)=O,-4,-0.1
COCC(=O)Nc1ccc2c(c1)[C@@H]1C[C@H](CC(=O)NCc3ccc(Cl)cc3)O[C@H](CO)[C@@H]1O2,-13,-0.5
COc1ccc(-c2cc(C(F)(F)F)n3nc(C(=O)NCCCN4CCOCC4)cc3n2)cc1OC,10,-0.3
O=C(C[C@@H]1C=C[C@H](NC(=O)Cc2ccccn2)[C@@H](CO)O1)NCCc1ccncc1,2,0.3
C[C@@H]1CCCCO[C@@H](CN(C)Cc2ccncc2)[C@H](C)CN([C@@H](C)CO)C(=O)c2cc(NC(=O)Nc3ccc(F)cc3)ccc2O1,nt,0.4
CCS(=O)(=O)Nc1ccc2c(c1)C(=O)N(C)C[C@@H](OC)[C@@H](C)CN(CC1CCCCC1)[C@@H](C)CO2,2,-0.1
COC(=O)c1ccccc1NC(=O)c1nc(S(=O)(=O)Cc2ccccc2)ncc1Cl,-2,0.3
COCC#Cc1cnc2c(c1)C(=O)N([C@H](C)CO)C[C@@H](C)[C@H](CN(C)C(=O)NC1CCCC1)O2,6,-0.4

(list continues)
mol,PRC2 inh,IDH1 R132H inh
CO[C@H]1CN(C)C(=O)c2ccc(NC(=O)C3CCC3)cc2OC[C@@H](C)N(C(=O)NC(C)C)C[C@@H]1C,2,-0.2
COc1ccccc1CNC(=O)c1cc(-c2ccncc2)nc2c(Cl)cccc12,-5,0.5
C[C@@H]1CN([C@H](C)CO)C(=O)c2cc(-c3ccc(C#N)cc3)cnc2O[C@@H]1CN(C)Cc1ccccn1,-7,1.1
CC(C)NC(=O)Nc1ccc2c(c1)C(=O)N([C@@H](C)CO)C[C@H](C)[C@H](CN(C)Cc1ccc(Oc3ccccc3)cc1)O2,nt,0.1
COc1cccc2cc(-c3nnc(SCC(=O)Nc4cccc(F)c4)n3C)oc12,-22,-0.2
C[C@@H]1CN([C@@H](C)CO)C(=O)c2cccc(NC(=O)Nc3ccc4c(c3)OCO4)c2O[C@@H]1CN(C)S(=O)(=O)c1ccc(Cl)cc1,nt,3.3
COc1ccc(CNC(=O)C[C@H]2C[C@@H]3c4cc(NS(C)(=O)=O)ccc4O[C@@H]3[C@H](CO)O2)cc1,6,-0.4
COCCCNC(=O)[C@@]1(Cc2ccccc2N=[N+]=[N-])N=C(c2ccc(OCCCO)cc2)O[C@H]1c1ccccc1,1,-0.2
C=C1C(=O)O[C@@H]2[C@H]1[C@H](O)C[C@]1(C)[C@@H](O)CC=C(C)[C@@H]21,nt,0.2
O=C(C[C@@H]1CC[C@@H](NC(=O)NC2CCCCC2)[C@H](CO)O1)NCc1ccccc1,6,0.5
Cc1cc2nc(Nc3nc4ccccc4c(=O)[nH]3)nc(C)c2cc1C,1,0.2
COc1cc(C(F)(F)F)nc2ccc(C#CCOC(=O)Nc3ccccc3)cc12,35,0.3

(cont.)
mol,PRC2 inh,IDH1 R132H inh
O=C1C2C=C(I)[C@H](C[C@@H]2OCCCCO)[C@@]12CO2,6,nt
CO[C@@H]1CN(C)C(=O)c2cc(NC(=O)C3CC3)ccc2OC[C@@H](C)N(Cc2cc(F)ccc2F)C[C@@H]1C,-15,-0.7
O=C(NCC[C@@H]1CC[C@H](NC(=O)C2CCCCC2)[C@H](CO)O1)c1cnccn1,1,0.0
Cc1cccc(OCC(=O)Nc2cccc(-c3nc4cc(Cl)ccc4o3)c2C)c1,21,0.3
C[C@@H]1CN([C@@H](C)CO)C(=O)c2cccc(NC(=O)Nc3ccc4c(c3)OCO4)c2O[C@H]1CN(C)S(=O)(=O)c1cccs1,nt,1.0
C[C@@H]1CN([C@@H](C)CO)C(=O)c2cc(NC(=O)CCCN(C)C)ccc2O[C@@H]1CN(C)C(=O)NC1CCCCC1,1,4.3
CC(C)NC(=O)Nc1ccc2c(c1)C(=O)N([C@H](C)CO)C[C@H](C)[C@H](CN(C)C(=O)C1CCCCC1)OCCCC[C@H](C)O2,-2,-1.5
COc1ccc(NC(=O)Nc2ccc3c(c2)CC(=O)N([C@@H](C)CO)C[C@@H](C)[C@H](CN(C)S(=O)(=O)c2cn(C)cn2)O3)cc1,nt,-6.8
CO[C@@H]1CN(C)C(=O)c2cc(NC(=O)c3ccccc3F)ccc2OC[C@@H](C)NC[C@@H]1C,-1,0.1
Cc1c(NC(=O)CCN2C(=O)c3ccccc3C2=O)cccc1C(=O)O,3,0.4
COc1ccccc1C#Cc1ccc2c(c1)O[C@H](CN(C)Cc1cncnc1)[C@H](C)CN([C@H](C)CO)S2(=O)=O,-11,-6.3
CC(=O)Nc1cccc(-n2nnc(SCC(=O)c3ccccc3)n2)c1,-11,-3.6

Structures above that have two or more sulfur atoms (2):
mol,PRC2 inh,IDH1 R132H inh
COc1ccc(CN(C)C[C@@H]2Oc3c(NS(=O)(=O)c4cccs4)cccc3C(=O)N([C@H](C)CO)C[C@@H]2C)cc1,nt,0.4
C[C@@H]1CN([C@@H](C)CO)C(=O)c2cccc(NC(=O)Nc3ccc4c(c3)OCO4)c2O[C@H]1CN(C)S(=O)(=O)c1cccs1,nt,1.0

Not a retest: an excerpt of the list.
mol,PRC2 inh,IDH1 R132H inh
C[C@@H]1CN([C@@H](C)CO)C(=O)c2cccc(NC(=O)Nc3ccc4c(c3)OCO4)c2O[C@H]1CN(C)S(=O)(=O)c1cccs1,nt,1.0
C[C@@H]1CN([C@@H](C)CO)C(=O)c2cc(NC(=O)CCCN(C)C)ccc2O[C@@H]1CN(C)C(=O)NC1CCCCC1,1,4.3
CC(C)NC(=O)Nc1ccc2c(c1)C(=O)N([C@H](C)CO)C[C@H](C)[C@H](CN(C)C(=O)C1CCCCC1)OCCCC[C@H](C)O2,-2,-1.5
COc1ccc(NC(=O)Nc2ccc3c(c2)CC(=O)N([C@@H](C)CO)C[C@@H](C)[C@H](CN(C)S(=O)(=O)c2cn(C)cn2)O3)cc1,nt,-6.8

More compounds
mol,PRC2 inh,IDH1 R132H inh
C[C@@H]1CN([C@@H](C)CO)C(=O)CCCn2cc(nn2)CO[C@@H]1CN(C)Cc1ccc2c(c1)OCO2,4,-1.5
O=C(CCN1C(=O)c2ccccc2C1=O)Nc1ccc(-c2nc3ccccc3o2)cc1,0,-0.3
CO[C@H]1CN(C)C(=O)c2cc(NC(=O)c3cc(C)on3)ccc2OC[C@H](C)N(C(=O)C2CC2)C[C@H]1C,-26,-0.1
CCOC(=O)N(C)C[C@H]1OCc2cn(nn2)CCCC(=O)N([C@@H](C)CO)C[C@@H]1C,nt,-1.0
Cc1ccc(S(=O)(=O)N(C)C[C@H]2OCCCC[C@H](C)Oc3ccc(NC(=O)NC(C)C)cc3C(=O)N([C@@H](C)CO)C[C@@H]2C)cc1,nt,-1.6
COC(=O)N(C)C[C@H]1OCc2ccccc2-c2ccccc2C(=O)N([C@@H](C)CO)C[C@H]1C,4,-0.4
Cc1noc(C)c1S(=O)(=O)Nc1ccc2c(c1)C(=O)N([C@H](C)CO)C[C@H](C)[C@@H](CN(C)C(=O)NC1CCCCC1)OCCCC[C@@H](C)O2,nt,2.3
Cc1noc(C)c1S(=O)(=O)Nc1ccc2c(c1)C(=O)N([C@H](C)CO)C[C@H](C)[C@H](CN(C)Cc1ccccc1)OCCCC[C@H](C)O2,nt,-0.2
COc1ccc(NC(=O)N(C)C[C@@H]2OCCCC[C@@H](C)Oc3ccc(NC(=O)C4CCCCC4)cc3C(=O)N([C@@H](C)CO)C[C@H]2C)cc1,nt,5.2
C[C@@H]1CN([C@H](C)CO)C(=O)Cc2cc(NS(=O)(=O)c3ccc(Cl)cc3)ccc2O[C@H]1CN(C)C(=O)Nc1cccc2ccccc12,nt,0.2
O=C(N[C@H]1C=C[C@H](CC(=O)N2CCc3ccccc3C2)O[C@@H]1CO)C1CC1,9,0.0
CO[C@H]1CN(C)C(=O)c2cc(NC(=O)C3CC3)ccc2OC[C@@H](C)N(C(=O)c2cnccn2)C[C@H]1C,8,0.0

(cont.)
mol,PRC2 inh,IDH1 R132H inh
CNC[C@H]1Oc2ccc(NS(=O)(=O)c3ccc(C)cc3)cc2C(=O)N([C@@H](C)CO)C[C@H]1C,nt,0.2
C[C@@H]1CN([C@H](C)CO)C(=O)Cc2cc(NC(=O)Nc3ccc(C(F)(F)F)cc3)ccc2O[C@H]1CN(C)C,1,0.7
COc1ccc(NC(=O)Cn2cnc3sc4c(c3c2=O)CCC(C)C4)cc1 (stereo not given),-2,0.1
C[C@H](CO)N1C[C@H](C)[C@H](CN(C)C)Oc2ccc(NC(=O)c3ccncc3)cc2C1=O,3,0.7

Compound activity from PubChem.
